CHO-K1 Ca PAM: counter-screen for M1 PAMs: effect in parental CHO-K1 cells | ATP EC20, Fluo-8 calcium fluorescence; 0% at ATP EC20, 100% at ATP max | 360,000 tested, 0.02% active | AID 602247 | activation, % at 3 µM;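 active means activation above the run cutoff, the mean activation of all test compounds plus 3 SD, cut at about 40% in these data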;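 further: peak over basal fluorescence ratio in a 140 s read after ATP addition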
TAAR1 ag: human TAAR1 agonism; AID 624467; CHO RD-HGA16 TAAR1, Fluo-8 calcium fluorescence; vehicle wells 0%, saturating PEA agonist 100%; activation, % at 3 µM; 360,000 tested, 0.99% active;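 active means activation above the mean activation of all test compounds in the run plus 3 SD, cut at about 38% in these data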
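test system = CHO RD-HGA16 cells carrying human TAAR1 plus Gα16 | schedule = 17-24 h seeding, 75 min 37 °C dye, 30 min RT | compound dosing = 3 µM single concentration | control set = DMSO and PEA EC100 | replicates = n 1 | signal = Fluo-8 fluorescence, 5 s baseline then 140 s kinetic read | measure = percent activation vs PEA EC100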
CHO-K1 Ca antag: counter-screen for M1 antagonists: effect in parental CHO-K1 cells; 360,000 tested, 0.6% active; ATP-induced calcium, Fluo-8 fluorescence; inhibition, % at 3 µM;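 active means inhibition above a per-plate cutoff, the plate's mean sample inhibition plus 3 SD, cut at about 24% in these data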;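 further: 0% = DMSO plus EC80 ATP and 100% = DMSO alone without ATP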
CHO-K1 Ca ag: counter-screen for M1 agonists: effect in parental CHO-K1 cells | activation, % at 3 µM | AID 602248 | Fluo-8 calcium fluorescence; scaled to maximal ATP response, vehicle zero | 360,000 tested, 0.48% active; in the data active means activation above about 15%;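 further: untransfected CHO-K1 host cells lacking M1 receptor as counterscreen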
TAAR1 antag: human TAAR1 antagonism | Q96RJ0 | CHO RD-HGA16 TAAR1, Fluo-8 calcium fluorescence, antagonist | inhibition, % at 3 µM | 360,000 tested, 1.5% active | AID 624466;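 active means inhibition above a per-plate cutoff, the mean inhibition of test compounds on that plate plus 3 SD, cut at about 49% in these data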;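 further: 0% = DMSO plus EC80 beta-PEA response and 100% = DMSO alone without agonist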
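Test system – hTAAR1-expressing CHO RD-HGA16 cells, Gα16-coupled · Reagent – β-PEA at EC80 concentration, post-compound challenge · Compound dosing – 3 µM, single point · Timing – 140 s kinetic read after compound, 140 s after agonist · Detection – Fluo-8 intracellular calcium dye fluorescence, real-time kinetic reads · Control set – DMSO and EC80 PEA controls · Repeats – n of 1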
CHO parental Ca: signal in parental CHO cells, OX1R antagonist counter-screen; parental CHO-K1, ATP-induced calcium, Fluo-8 fluorescence; inhibition, % at 5.6 µM; 330,000 tested, 0.63% active; AID 463079;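 active means inhibition above that plate's mean sample inhibition plus 3 SD, cut at about 26% in these data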;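 further: 0% = ATP-challenged DMSO wells and 100% = DMSO wells without ATP; some compounds past the cut are filed as inactive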
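Assay system – parental CHO cells · Reagent – ATP stimulus · Detection – intracellular calcium via Fluo-8 no-wash fluorescent dye · Evaluation – percent inhibition of ATP-evoked calcium rise, normalized to controls · Controls – ATP wells versus no-ATP DMSO wells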
CHRM1 antagonist: antagonists of human M1 muscarinic receptor. P11229. CHO-K1 hM1, Fluo-8 calcium fluorescence, ACh EC80 antagonist. inhibition, % at 3 µM. 360,000 tested, 1.3% active;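 active means percent inhibition above its own plate's cutoff, namely the mean of that plate's compound wells plus 3 SD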;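 further: peak over basal fluorescence ratio during 140 s after agonist addition; 0% = ACh EC80 plus DMSO and 100% = DMSO alone without agonist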
Target sequence (P11229 whole entry, looked up): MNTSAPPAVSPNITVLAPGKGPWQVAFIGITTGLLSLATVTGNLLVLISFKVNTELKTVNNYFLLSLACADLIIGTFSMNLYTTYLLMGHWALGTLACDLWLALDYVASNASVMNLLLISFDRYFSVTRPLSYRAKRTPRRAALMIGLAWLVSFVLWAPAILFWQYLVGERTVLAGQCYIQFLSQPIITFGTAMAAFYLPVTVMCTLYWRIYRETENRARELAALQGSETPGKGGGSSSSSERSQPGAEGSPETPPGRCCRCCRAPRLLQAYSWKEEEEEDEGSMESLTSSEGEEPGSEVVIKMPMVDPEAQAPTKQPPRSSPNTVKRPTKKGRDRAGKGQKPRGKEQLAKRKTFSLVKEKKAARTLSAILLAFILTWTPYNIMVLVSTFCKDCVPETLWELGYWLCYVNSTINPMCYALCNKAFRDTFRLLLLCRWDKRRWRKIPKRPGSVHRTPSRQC
M1 ag: activates human CHRM1 receptor | CHO-K1 hM1, Fluo-8 calcium fluorescence, agonist mode; 0% DMSO, 100% acetylcholine EC100 | P11229 | 360,000 tested, 0.33% active | activation, % at 3 µM;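 active means activation above the run's mean compound activation plus 3 SD, cut at about 16% in these data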;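 further: peak over basal fluorescence ratio within a 140 s kinetic read after compound addition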
OXTR potentiate: potentiators of human oxytocin receptor. CHO-OTR cells, Fluo-8 calcium fluorescence, potentiator mode; 0% = oxytocin EC15, 100% = EC100. activation, % at 3 µM. 320,000 tested, 0.061% active. AID 2445;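 active means activation above that plate's cutoff, the mean activation of tested compounds plus 3 SD, cut at about 6.6% in these data, passing the limit was not always enough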;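 further: 100% uses oxytocin at 75 nM as the full agonist control; some results filed as inactive read as strong as hits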
Target sequence (P30559 whole entry, looked up): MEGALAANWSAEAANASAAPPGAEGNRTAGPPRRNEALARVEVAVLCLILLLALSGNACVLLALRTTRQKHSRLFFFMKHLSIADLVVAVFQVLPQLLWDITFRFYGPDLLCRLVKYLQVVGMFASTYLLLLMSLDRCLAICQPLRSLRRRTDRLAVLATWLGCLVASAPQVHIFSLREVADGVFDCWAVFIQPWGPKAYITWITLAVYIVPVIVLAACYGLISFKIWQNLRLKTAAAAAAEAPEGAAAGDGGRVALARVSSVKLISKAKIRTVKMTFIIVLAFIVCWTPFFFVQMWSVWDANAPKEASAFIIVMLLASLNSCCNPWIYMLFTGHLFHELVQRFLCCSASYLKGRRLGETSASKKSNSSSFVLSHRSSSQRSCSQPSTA
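Material: human OTR in CHO cells. Compound: 3.0 µM, one dose. Timing: compound 6 min at room temperature before oxytocin, 100 s read. Evaluation: % activation of max/min ratio relative to oxytocin controls. Replication: single well per compound, singlicate. Signal: Fluo-8 calcium dye fluorescence.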
Numbers without * were called inactive; . = not tested or not shown.

mol	CHO-K1 Ca PAM	TAAR1 ag	CHO-K1 Ca antag	CHO-K1 Ca ag	TAAR1 antag	CHO parental Ca	CHRM1 antagonist	M1 ag	OXTR potentiate
CCCCC(=O)N(C)c1c(CC)nc2c(OCC(N)=O)cccn12	12	0	2	0.6	10	.	-14	-4	.
CS(=O)(=O)N1CCCC(C(=O)Nc2ccc(F)c(F)c2)C1 (stereo not given)	8	1	-15	0.9	1	7	10	-5	0
O=S(=O)(Nc1ccon1)c1ccc(F)c(F)c1	-1	5	-6	0.4	-16	2	-8	-1	1
Cc1c(N/C=C/C(=O)c2cccs2)c(=O)n(-c2ccccc2)n1C	12	10	-15	1.9	4	-2	-5	-14	-8
Cc1ccccc1-c1nnc(NC(=O)c2ccc(N3C(=O)CCC3=O)cc2)s1	13	8	-2	5.2	4	1	-3	4	-11
Cc1ccc(C(=O)Nc2cc(Cl)ccc2-n2cncn2)o1	1	0	-7	1.1	-20	-13	-7	-4	-1
CCOC(=O)CSc1nc2c(c(=O)n(Cc3ccccc3Cl)c(=O)n2C)n1C	9	16	-4	0.8	16	-25	-14	-2	-19
O=C(NC1CC2CCCC(C1)N2C(=O)NCc1ccccc1)C1CC1 (stereo not given)	-4	3	-3	0.2	10	-3	19	-6	-6
O=C(Cc1ccccc1)Nc1ccnn1C1CCN(Cc2nccs2)CC1	-4	0	-15	1.1	10	-23	-13	-3	-1
Cc1noc(C)c1S(=O)(=O)Nc1ccc(C(=O)N2CCN(c3ccc(F)cc3)CC2)cc1	-13	3	9	5.4	10	5	25	-2	-19
Cc1cc(NC(=O)C(C)C)n(-c2nc3ccccc3s2)n1	-2	15	9	1.0	5	-25	4	-2	-3
O=C1C2C3C=CC(C3)C2C(=O)N1c1ccc(-c2nc3ccccc3o2)cc1 (stereo not given)	12	5	0	0.0	2	-3	0	-4	-11
O=CNc1ccc(OC(=O)c2cncc(Br)c2)cc1	9	2	-1	0.4	-23	2	-4	-1	-3
Cc1nc2ccccc2c(=O)n1/N=C/c1ccc(O)cc1	13	11	-25	0.5	-11	1	8	2	-3
COc1ccc(C(=O)COC(=O)CN2C(=O)NC3(CC(C)CC(C)(C)C3)C2=O)c(OC)c1 (stereo not given)	32	-3	-31	-0.6	4	-34	11	-6	-8
O=C(COc1ccc(-c2ccccc2)cc1)NNC(=O)Nc1ccc(F)cc1F	18	0	-5	1.3	-14	-7	2	-3	-10
CCOc1ccc(NC2CCCCC2NS(=O)(=O)c2ccccc2)cc1 (stereo not given)	8	2	-9	-0.3	-33	-8	-8	-3	-2
CCOC(=O)N1CCN(c2c(NCCCN3CCCC(C)C3)c(=O)c2=O)CC1 (stereo not given)	3	0	2	-0.1	-4	-1	-6	-13	-5
Cc1ccc(NC(CC(=O)c2ccccc2)c2ccc(F)cc2)cc1 (stereo not given)	-6	17	1	-0.5	-9	-27	11	-5	-6
CC(C)Oc1ccc(CN=C(N)N=C(N)N)cc1Cl	10	1	0	0.0	8	-6	-6	-10	-5
O=C(Nc1ccccc1N1CCOCC1)c1cccnc1	18	1	-7	0.6	-16	-3	-11	-3	0
N#CC(C#N)=C1C=C2C=C(N3CCOCC3)CCC2CC1 (stereo not given)	-14	682*	23	65*	109*	.	58*	124*	.
O=C(CSc1nc2cc(Cl)ccc2s1)N1CCCc2ccccc21	9	2	-15	-0.1	-3	-31	2	-8	-10
Cn1cc(S(=O)(=O)NC2CCCCCC2)c(=O)n(C)c1=O	-9	0	0	0.2	-12	-8	6	0	-6
CCN(C(=O)c1ccc(S(=O)(=O)N2CCCCC2)cc1)C1CCS(=O)(=O)C1 (stereo not given)	-4	1	6	0.4	-13	1	-1	-5	4
CCc1cc(=O)oc2cc(C)cc(OC(C)C(=O)NCCCN3CCOCC3)c12 (stereo not given)	-2	10	1	0.7	-28	6	2	-6	-6
C1CCC(NC2=NCCO2)CC1	0	8	13	-0.3	-17	.	0	-5	.
CCCOc1ccc(C(=O)NC(C)C(=O)O)cc1 (stereo not given)	17	1	-17	0.6	10	3	-13	-1	-4
CCN(CC)P(=O)(Nc1ccccc1Br)c1ccc(N(C)C)cc1NC(=O)c1ccco1 (stereo not given)	9	1	-7	-0.4	-3	-35	15	-1	4
CCCOc1ccc(N2C(=O)CC(N(O)c3ccccc3)C2=O)cc1 (stereo not given)	7	2	3	1.1	3	-17	2	-5	-11
O=C(COC(=O)c1n[nH]c(=O)c2ccccc12)Nc1ccccc1	5	3	-9	1.8	-6	.	-12	1	.
O=C(NCCCN1CCOCC1)C1CCN(S(=O)(=O)c2c(Cl)cccc2Cl)CC1	6	1	-5	0.6	-10	-4	12	-6	3
Cc1cccc(NC(=O)CC2C(=O)NC3CCCCC3N2C(=O)c2ccccc2Cl)c1 (stereo not given)	-4	10	-3	3.8	40	-37	-9	1	-10
Cc1nc2nc(C)c(C)nc2nc1C	8	3	-4	0.6	-18	.	-16	0	.
COc1ccc(-c2[nH][nH]c(=O)c2NC(=O)c2ccccc2Br)cc1	-4	2	3	0.7	16	.	19	-1	.
CCCOc1ccc(C2=CSC3=NCCN23)cc1	-13	2	9	-0.2	-6	-10	17	-9	2
CC(=O)Nc1ccc(NC(=O)CSc2nnc(-c3ccco3)n2Cc2ccco2)cc1	2	2	-3	0.3	5	-21	7	-2	2
CN(c1ccccc1)S(=O)(=O)c1ccc(NC(=S)NC(=O)c2ccccc2)cc1	21	15	-7	1.2	18	1	-16	-4	-3
Cc1occc1C(=O)NCCc1ccc(Cl)cc1	22	6	-2	0.3	2	-19	7	-4	-2
COc1ccc(CNC(=O)COC(=O)c2ccc(F)c(S(=O)(=O)N3CCOCC3)c2)cc1	13	4	-20	1.6	-12	-14	-12	0	-1
COc1ccc(N2CCN(c3ccc(NC(=O)/C=C\C(=O)O)cc3)CC2)cc1	7	0	-10	0.1	-8	-1	6	-11	-15
O=C(NCc1ccc(Cl)cc1)c1ccc(NC(=O)C2CCCO2)cc1 (stereo not given)	0	5	-11	1.6	0	-3	-9	-8	-7
N#Cc1c(N)sc(=S)c2c1CCCC2	12	21	-8	0.2	3	-2	-6	-2	-1
CC(C)(C)c1cn(-c2ccccc2)c(=S)[nH]1	-5	8	8	0.3	-1	-3	-2	-4	-7
CCOC(=O)/C(=C\c1c[nH]c2ccccc12)NC(C)=O	27	2	-8	-0.1	4	-4	-15	-5	-4
Cc1cc(C(=O)Nc2c(C)nn(Cc3ccccc3)c2C)on1	10	0	5	1.0	4	0	-7	-3	-6
O=C(NC1CCCCC1)C(c1ccccn1)N(C(=O)c1csnn1)c1ccccc1F (stereo not given)	12	3	-21	1.6	-7	-18	-7	-4	5
CCCCNC(=O)Cn1cnc2sc(C)c(S(=O)(=O)N3CCN(c4ncccn4)CC3)c2c1=O	22	1	-7	0.6	-13	4	-5	-8	-8
COCCn1nnnc1CN1CCC(O)(c2cccc(C(F)(F)F)c2)CC1	-11	14	-11	-0.3	-22	2	7	-6	3
O=C(NC1CCCCCC1)C1CCN(C(=O)c2ccc(Br)cc2)CC1	5	0	-8	2.3	-21	-14	-7	-2	-4
COc1ccc(NS(=O)(=O)c2cc(N)ccc2N2CCOCC2)cc1	4	-1	-7	0.8	-18	-6	-11	-3	-4
O=C(Cn1ccc2ccccc2c1=O)NCC(=O)N1CCCCC1	-5	8	0	0.2	-6	-4	-11	-3	-2
CC(C)(C)c1ccc(-c2nnc(SCC(=O)Nc3sc4c(c3C#N)CCCC4)o2)cc1	11	-1	4	0.5	-33	-12	4	-4	-3
CCC1CCCCN1C(=O)c1nn2cccnc2c1Cl (stereo not given)	3	-1	3	0.6	11	-6	-28	3	-3
Cc1cc(C)nc(N2CCC(C(=O)NNC(=O)c3ccc(Cl)cc3)CC2)n1	10	0	8	-0.2	-9	-3	-6	-3	-1
O=c1c2ccccc2cnn1Cc1n[nH]c(=S)n1-c1ccc(F)cc1	0	8	4	-0.1	-7	1	-2	-6	-4
CCOCCCn1c(SCC(=O)NC(C)(C)C)nc2ccccc2c1=O	21	7	-18	1.3	19	-12	-16	-3	-9

Structures listed so far containing a COOH group (2):
mol	CHO-K1 Ca PAM	TAAR1 ag	CHO-K1 Ca antag	CHO-K1 Ca ag	TAAR1 antag	CHO parental Ca	CHRM1 antagonist	M1 ag	OXTR potentiate
CCCOc1ccc(C(=O)NC(C)C(=O)O)cc1 (stereo not given)	17	1	-17	0.6	10	3	-13	-1	-4
COc1ccc(N2CCN(c3ccc(NC(=O)/C=C\C(=O)O)cc3)CC2)cc1	7	0	-10	0.1	-8	-1	6	-11	-15
